From PubChem
D1 ag = human D1 receptor agonism. hit rate 1% among 360,000. HEK293 T-REx D1 cells, calcium flux, agonist mode. activation, % at 2 µM; in the data active = activation above about 30%; also: 0% is about no effect
Target sequence (P21728 whole entry, looked up): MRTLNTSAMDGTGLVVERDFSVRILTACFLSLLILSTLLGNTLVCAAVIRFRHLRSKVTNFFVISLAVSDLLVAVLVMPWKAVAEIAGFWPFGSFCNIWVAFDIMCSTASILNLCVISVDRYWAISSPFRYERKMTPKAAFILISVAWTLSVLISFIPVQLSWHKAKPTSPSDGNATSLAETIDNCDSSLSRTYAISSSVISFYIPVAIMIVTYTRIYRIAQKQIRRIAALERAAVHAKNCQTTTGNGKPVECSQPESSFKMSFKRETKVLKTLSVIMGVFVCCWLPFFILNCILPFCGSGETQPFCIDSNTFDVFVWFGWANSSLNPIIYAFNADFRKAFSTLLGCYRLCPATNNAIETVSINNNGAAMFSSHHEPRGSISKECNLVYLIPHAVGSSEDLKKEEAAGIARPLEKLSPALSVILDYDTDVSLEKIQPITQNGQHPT
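Tetracycline-induced HEK293 TREx D1 cells, force-coupled to calcium signalling, were dye-loaded with a no-wash calcium kit. Compound was pin-added after a 10 s baseline. Fluorescence was read kinetically at 1 cycle/s for 180 s, with calcium rises flagged as agonism.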
RXFP1 antag = antagonists of human relaxin receptor RXFP1 | Q9HBX9 | hit rate 0.59% among 350,000 | activity change, negative = inhibition, % at 57.5 µM | HEK293-RXFP1, relaxin-stimulated cAMP HTRF, 30 min; active compounds read low | AID 1259400;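 active = activity change of -60% or lower, but not beyond a set lower limit; inconclusive = change between -60% and -40%, or beyond the set limit; inactive = change above -40%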; also: % is scaled to controls: 0 for no effect and ±100 for the full control effect
GRP78 ERSR act = inducers of ER stress response in human glioma cells; AID 602332; hit rate 0.02% among 420,000; Potency, µM, without a hit: at the highest dose activation, usual class: activators; U87-MG GRP78 promoter luciferase reporter, 16 h; also: potency is read from the fitted curve at half-maximal effect; series mostly up to about 76 µM; % of control where 0% means no effect; nearly all actives have a fitted effect of over 35% in size
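Stably transfected U87-MG human glioma cells carrying a GRP78-based luminescent sensor were seeded at 1000 cells/well, pin-dosed with compounds and incubated 16 h. Luciferase reagent was then added, and end-point luminescence was read after 10 min at room temperature.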
D2 potentiator = D2 dopamine receptor (human) potentiation. P14416. HEK293 T-REx D2, calcium flux, EC20 dopamine potentiation. potentiation, % at 10 µM. hit rate 0.34% among 340,000. AID 485347;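 active = potentiation over 3 SD above the plate norm, cut at about 30% in these data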; also: 0% is about no effect
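Tetracycline-induced HEK293 T-REx cells force-coupled to calcium signalling expressed D2; compounds were pin-added after a 10 s baseline, read kinetically 180 s, then an EC20 dopamine challenge followed with a further 180 s calcium read.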
D1 antagonist = antagonists of human D1 dopamine receptor. P21728. HEK293 TREx D1 cells, calcium flux, dopamine EC80; active compounds read low. activity change, negative = inhibition, % at 10 µM. hit rate 3.2% among 360,000. AID 504652; in the data active = activity change below about -30%; also: % is scaled to controls: 0 for no effect and ±100 for the full control effect
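Tetracycline-induced HEK293 T-REx cells with force-coupled D1 receptor were loaded with a no-wash calcium dye. Compound was added after a 10 s baseline and read kinetically for 180 s; EC80 dopamine was then added and calcium flux followed another 180 s.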
D1 PAM = human D1 dopamine receptor positive modulation; hit rate 0.036% among 360,000; P21728; potentiation, % at 10 µM; AID 504651; HEK293 TREx D1 cells, calcium flux, dopamine EC20 potentiation; in the data active = potentiation above about 30%; also: 0% is about no effect
RXFP1 ag = RXFP1 (human) receptor agonism; HEK293T-RXFP1 cAMP TR-FRET, 30 min; response scale: percent of porcine relaxin response, buffer zero; Potency, µM (doses to about 57.5 µM), for the others: at the top dose activation, usual class: activators; hit rate 0.3% among 370,000; also: potency is read from the fitted curve at half-maximal effect; % is scaled to controls: 0 for no effect and ±100 for the full control effect; nearly all actives have a fitted effect of over 60% in size; many of its hits are not listed in these tables
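HEK293 cells stably expressing RXFP1, treated 30 min at 37C with compounds plus PDE4 inhibitor Ro 20174; cAMP measured by HTRF TR-FRET. Normalized to buffer and 29 nM porcine relaxin; EC50 by Hill fit.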
Vif-A3F inh = inhibitors of Vif-A3F interaction. Potency, µM (highest dose often 46.1 µM), inactives show top-dose activity, negative = active. AID 602313. hit rate 0.2% among 390,000. HeLa A3F-eYFP + Vif (tagged APOBEC3F with the HIV-1 protein that degrades it), YFP fluorescence increase; also: potency is read from the fitted curve at half-maximal effect; % of control where 0% means no effect; nearly all actives have a fitted effect of over 65% in size
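HeLa cells stably expressing Vif plus C-terminally eYFP-tagged A3F were seeded, incubated overnight at 37 deg C, dosed with compound, incubated overnight again at 37 deg C. Yellow fluorescence (Ex 488/Em 500-530) reported blocked Vif-mediated A3F-eYFP degradation.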
Vif-A3G inh = blocks the Vif interaction with human APOBEC3G. HeLa A3G-eYFP + Vif (tagged APOBEC3G with the HIV-1 protein that degrades it), YFP fluorescence, overnight. Potency, µM (doses to about 46.1 µM), without a hit: top-dose activity, negative = active, actives largely listed as inhibitors. Q9HC16. hit rate 0.076% among 410,000. AID 602310;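 also: potency is read from the fitted curve at half-maximal effect; % is scaled to controls: 0 for no effect and ±100 for the full control effect; nearly all actives have a fitted effect of over 60% in size; hits raise eYFP signal because A3G escapes Vif-driven loss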
Target sequence (Q9HC16 whole entry, looked up): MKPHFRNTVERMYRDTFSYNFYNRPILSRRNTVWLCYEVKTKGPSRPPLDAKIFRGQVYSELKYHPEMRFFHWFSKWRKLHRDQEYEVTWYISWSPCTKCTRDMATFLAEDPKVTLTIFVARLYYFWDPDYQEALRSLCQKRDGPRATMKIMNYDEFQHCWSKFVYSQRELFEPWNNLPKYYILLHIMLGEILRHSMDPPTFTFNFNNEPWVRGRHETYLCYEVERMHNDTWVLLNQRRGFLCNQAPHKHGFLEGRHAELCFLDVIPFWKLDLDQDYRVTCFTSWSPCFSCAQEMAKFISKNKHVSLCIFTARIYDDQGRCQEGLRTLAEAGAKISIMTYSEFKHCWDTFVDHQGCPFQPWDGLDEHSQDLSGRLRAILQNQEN
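Read-out is eYFP fluorescence (Ex 488/Em 500-530) from Vif-expressing HeLa A3G-eYFP cells; more signal means A3G escaped Vif-mediated degradation. Cells plated overnight, compound pinned in, incubated overnight at 37 deg C.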
An asterisk follows results filed as active; ? = inconclusive; / = not tested or not shown; & = joins results of further samples. Unless noted, calls follow the shape of the dose curve; as a rule, active = well fitted curve in the direction sought with a large enough effect; inconclusive = small, poorly fitted or top-dose-only effect, or another doubt; inactive = no such curve, though single readings can be large; an effect the other way counts as inactive or inconclusive. These rows are one share of the data; count on the stated rates, not on these rows.

SMILES	D1 ag	RXFP1 antag	GRP78 ERSR act	D2 potentiator	D1 antagonist	D1 PAM	RXFP1 ag	Vif-A3F inh	Vif-A3G inh
O=C(Nc1nnc(-c2ccc3c(c2)CCCC3)o1)C1CCCCC1	1	/	4%	/	-46*	-5	-1.0%	1%	0%
NNc1ccc2nncn2n1	0	-6	-1%	4	-9	-4	3.8%	11%	6%
Cc1ccccc1OCCC(=O)Nc1ccc(Cl)cc1F	6	7	-1%	-13	-5	1	-0.6%	2%	0%
Cc1ccc(CC2CC(=O)N(c3ccc4c(c3)OCCO4)C2=O)cc1 (configuration not stated)	2	-4	-1%	-8	-1	-4	-1.0%	-14%	1%
c1ccc(N2CCN(c3nc4ccccc4[nH]3)CC2)nc1	2	8	4%	-3	-22	-2	0.4%	0%	-3%
O=C(CCn1nc(-c2ccc(Cl)cc2)ccc1=O)N1CCOCC1	1	-4	-1%	11	22	0	-0.3%	1%	-6%
CCCCn1c(NC(=O)CC)c(C#N)c2nc3ccccc3nc21	1	4	-6%	/	10	5	2.3%	-26%	1%
CCOC(=O)c1cc(-c2ccccc2)n(-c2cccc(C(=O)NC(C)(C)C)c2)c1C	6	-21	-4%	7	-4	-4	0.3%	-6%	2%
COc1ccc(Cl)cc1C(=O)N1CCC2(CC1)CC(=O)c1ccccc1O2	4	-1	-4%	-8	-17	-8	0.0%	-19%	1%
CCCC(=O)Nc1ccc(Cl)c(NC(=O)c2cccnc2Cl)c1	5	0	-3%	12	9	-1	0.8%	-3%	0%
CC(C)NC(=O)C1CCN(C2CCN(Cc3nc4ccccc4s3)CC2)CC1	-1	7	-5%	0	0	-3	0.4%	13%	0%
COc1cc(Cl)c(C)cc1NC(=O)CN1c2ccccc2S(=O)(=O)c2ccccc21	2	/	-3%	3	-14	-3	-1.6%	-12%	3%
COc1ccc(C(=O)C2CCCN(C(=O)c3cccnc3SC)C2)c(C)c1 (configuration not stated)	3	-1	0%	-6	11	0	0.8%	2%	-1%
CCOC(=O)C(/C=C(\C#N)C(=O)OCC)=C(/N)N1CCN(c2ccc(Cl)cc2)CC1	0	-19	-4%	5	9	0	-0.3%	0%	-1%
CC(C)=C1C2CCC1C1C(=O)N(NC(=O)COc3ccc(C(C)(C)C)cc3)C(=O)C21 (configuration not stated)	-1	-12	-3%	3	-2	-9	-3.2%	-10%	5%
CC1=C(C(=O)Nc2ccccc2)C(c2ccccc2[N+](=O)[O-])NC(=O)N1 (configuration not stated)	4	1	0%	-3	/	1	1.0%	-8%	1%
CN(C(=O)COC(=O)c1ccc(Cl)cc1N)C1CCS(=O)(=O)C1 (configuration not stated)	0	-6	1%	0	-9	-6	0.6%	-13%	0%
O=C(CN1C(=O)NC2(CCc3ccccc32)C1=O)c1cccs1 (configuration not stated)	/	-4	-2%	/	/	/	/	5%	1%
C[C@@H]1CN([C@@H](C)CO)C(=O)CCCn2nncc2CO[C@@H]1CN(C)C(=O)Nc1cccc(Oc2ccccn2)c1	/	0	-2%	/	/	/	/	2%	-1%
CCOC(=O)N1CCN(C(=O)CCNS(=O)(=O)c2ccccc2)CC1	2	2	-5%	3	-14	0	-2.0%	5%	-1%
Cc1nn(C)c(C)c1S(=O)(=O)N1CCC(C(=O)NCC2COc3ccccc3O2)CC1 (configuration not stated)	1	3	-4%	-15	17	/	0.9%	0%	-1%
COc1ccc(CNC(=O)CCc2c[nH]c3ccccc23)cc1	3	-14	-1%	-3	-6	-2	-0.6%	-12%	-6%
CCCNS(=O)(=O)c1ccc(CCC(=O)NCc2cccnc2)cc1	2	2	-6%	3	-13	-2	2.5%	-1%	-5%
CCC(CC)NC(=O)CSc1nnc(-c2c[nH]c3ccccc23)o1	5	5	1%	8	-3	3	-0.8%	3%	0%
COc1ccc(/C(C)=N/NC(=O)CNC(=O)c2ccco2)c(OC)c1	1	-4	-5%	-1	9	0	-0.4%	1%	0%
C=CCN(CC(=O)Nc1c(C)cccc1CC)C(=O)SCCC	0	-9	-3%	-10	7	-13	0.7%	0%	-1%
O=C(c1ccc(Cl)c(S(=O)(=O)NCc2cccnc2)c1)N1CCCC1	1	18	-3%	-5	21	-5	0.7%	2%	0%
CCOC(=O)N1CCc2c(sc(NCc3cccc(F)c3)c2C(=O)Nc2ccc(OC)cc2OC)C1	0	-13	-10%	17	-6	2	-0.2%	2%	2%
CCNc1ccc(N=Nc2c(C)n(C)n(-c3ccccc3)c2=O)cc1	0	-11	2%	-6	-8	3	-1.7%	5%	-3%
O=C(NCCCn1ccnc1)c1cc(-c2cccc(O)c2)on1	1	-1	5%	-14	3	2	0.0%	7%	2%
CC(=O)N1CCC2(CC1)NC(=O)N(c1ccccc1)N2	7	-11	-9%	4	-12	-8	0.6%	16%	0%
Cc1cc(C(=O)N/N=C/c2ccccn2)c2ccccc2n1	3	-13	-3%	-2	10	-4	0.5%	-1%	6%
CN(C)c1ccc(CSc2ccccc2)cc1	/	-14	5%	/	/	/	/	6%	0%
CCN(CC(=O)Nc1c(F)cccc1F)C(=O)CCCc1nc2ccccc2c(=O)[nH]1	2	-8	-1%	2	8	-4	0.5%	6%	-2%
Cc1cc(C)c(S(=O)(=O)NCC(=O)O)cc1C	1	4	-4%	-4	-20	1	0.5%	2%	-4%
Cn1c(N2CCN(C(c3ccccc3)c3ccccc3)CC2)nc2ccccc21	4	-11	-6%	-5	22	1	0.7%	-10%	-1%
CCn1c(C(=O)Nc2cc(Cl)ccc2C)cc2sc(Cl)cc21	1	-23	/	19	0	-7	3.6%	/	/
O=C(CN1C(=O)S/C(=C\c2ccccc2)C1=O)Nc1cc([N+](=O)[O-])ccc1O	2	-19	4%	18	-15	-5	4.4%	-10%	-4%
O=C(CSc1ncc(S(=O)(=O)c2ccc(Cl)cc2)c(=O)[nH]1)Nc1cccc(C(F)(F)F)c1	0	/	-2%	/	-32*	4	-0.2%	-4%	-3%
Cc1ccccc1NS(=O)(=O)c1ccc(C(=O)NCC(c2ccccc2)N(C)C)cc1 (configuration not stated)	19	?	-2%	-12	-15	4	2.7%	-6%	1%
O=[N+]([O-])c1ccc(S(=O)(=O)NCC2CC3CCC2C3)cc1 (configuration not stated)	2	12	-2%	-9	-11	-6	-4.6%	1%	0%
O=C(O)c1cccc(NC(=O)c2cn(-c3ccccc3)nc2-c2ccncc2)c1	3	-7	-3%	3	5	1	3.3%	-10%	1%
Cc1nn(-c2ccc(N3CCCCC3)nn2)c(C)c1CCC(=O)Nc1cccc(F)c1	-1&0	?	-2%&-5%	-6	-23&-14	-3&-4	-4.0%&-0.1%	3%&0%	2%&-4%
CCSc1nnc(-c2ccc(S(=O)(=O)N3CCOCC3)cc2)n1CC1CCCO1 (configuration not stated)	1	5	-3%	-10	-1	10	3.1%	-1%	1%
CCOC(=O)C1=C(c2ccccc2)NC(=O)NC1c1cc(OCC)c(O)c([N+](=O)[O-])c1 (configuration not stated)	4	-9	2%	-8	-13	-1	1.3%	-3%	0%
COc1ccc2oc(C(=O)N3CCN(C/C=C/c4ccccc4)CC3)c(C)c2c1	0	5	-2%	-2	2	5	-0.2%	-6%	6%
Cc1noc(C)c1C(=O)Nc1cc(Cl)ccc1N1CCOCC1	-1	12	-3%	-12	14	1	3.6%	-2%	-6%
COC(=O)[C@H](Cc1ccccc1)NC(=O)Cn1ccc(NC(=O)OCc2ccccc2)nc1=O	-2	/	-2%	3	/	11	0.2%	0%	-2%
CCOC(=O)c1ccc2c(c1)[nH]c(=S)n2CC	6	-7	7%	-5	-19	-1	6.8%	-9%	2%
CC1=CC(=O)C=C(C)C1=NOS(=O)(=O)c1ccccc1	13	-84*	-14%	0	-21	-6	-1.0%	-1%	-11%
O=C(C1CCN(Cc2ccccc2O)CC1)N1CCN(Cc2ccc3c(c2)OCO3)CC1	5	2	-3%	-3	-9	0	0.9%	-3%	-1%
Cc1c(Br)c([N+](=O)[O-])nn1CC(=O)N1CCc2ccccc21	0	8	5%	-1	4	0	-0.1%	5%	0%
CCn1cc(C(=O)O)c(=O)c2cc3c(cc21)OCO3	0	41	-5%&-5%&-5%	0	6	-3	2.7%	/	/
O=C(Nc1ccccc1C(=O)OCc1cc(=O)n2ccsc2n1)c1cccc(F)c1	4	10	0%	10	-14	0	7.6%	1%	5%
COc1ccc(C(=O)c2c(C)c3cc(C)ccc3n2CC(O)CN2CCOCC2)cc1 (configuration not stated)	2	-16	3%	-4	5	-7	0.0%	-13%	1%
COC(=O)C1=C(C)NC(=O)/C1=C\c1cc(C)n(-c2ccccc2)c1C	1	-12	-1%	-5	9	-7	1.9%	?	-10%
Cc1cccn2c(=O)c(/C=N/O)c(N3CCOCC3)nc12	3	0	-2%	9	-5	2	12%	12%	-3%
COc1ccc(Cl)cc1N(CC(=O)NC1CC1)S(=O)(=O)c1ccc(C)c([N+](=O)[O-])c1	4	-7	-4%	9	6	-7	-1.1%	4%	10%
COc1ccc(S(=O)(=O)CCC(=O)N2c3ccccc3CC2C)cc1 (configuration not stated)	0	-7	-6%	2	1	0	-0.2%	5%	1%
O=C(NCc1ccccn1)c1ccc2nc(-c3ccco3)c(-c3ccco3)nc2c1	3	/	/	/	-6	-8	3.0%	/	/

Other entries follow:
SMILES	D1 ag	RXFP1 antag	GRP78 ERSR act	D2 potentiator	D1 antagonist	D1 PAM	RXFP1 ag	Vif-A3F inh	Vif-A3G inh
COC(=O)CNC(=O)/C=C/c1cc(Br)ccc1OC	2	2	-1%	-13	1	-3	-2.3%	-5%	-17%
CCC(CC)C(=O)NCc1ccccc1OC	1	1	-1%	7	2	-2	2.3%	-6%	0%
CC1CC(C)CN(CCCNC(=O)CCC(=O)N2CC(C)Oc3ccccc32)C1 (configuration not stated)	20	3	-3%	-1	20	-7	3.2%	0%	5%
COc1ccc(NS(=O)(=O)c2cc3c(cc2C)N(C)CCO3)cc1	1	6	-4%	6	11	-4	0.3%	1%	-1%
Cc1ccc(S(=O)(=O)N2CCN(C(=O)c3ccc(-n4cncn4)c([N+](=O)[O-])c3)CC2)c(C)c1	/	5	-1%	/	/	/	/	-5%	0%
